Growth percent in the NCI-60 one-dose screen (48 h, 10 µM unless noted): 100 = growth as untreated, 0 = no growth, -100 = all killed.
MDA-MB-231: MDA-MB-231 breast cancer. AID 1794789. 81,000 tested, 5% active
MALME-3M: MALME-3M melanoma; 78,000 tested, 5.8% active; AID 1794766
T-47D: T-47D breast cancer; 79,000 tested, 5% active
BT-549: BT-549 breast cancer. 78,000 tested, 4.4% active. AID 1794793
MCF7: MCF7 breast cancer; 82,000 tested, 6.3% active
SK-MEL-2: SK-MEL-2 melanoma; 77,000 tested, 4.7% active; AID 1794763
LOX IMVI: LOX IMVI melanoma. 79,000 tested, 7.4% active. AID 1794757
HS 578T: HS 578T breast cancer; 78,000 tested, 4.1% active; AID 1794788
* = called active by the depositor; . = not tested or not shown; & = joins results of further samples. Rule for the calls: active = growth percent below 10; inactive = the rest.

SMILES	MDA-MB-231	MALME-3M	T-47D	BT-549	MCF7	SK-MEL-2	LOX IMVI	HS 578T
O=C(O)Cc1csc2ccccc12	.	102	109	102	96	116	104	102
CC1CCC(=N\O)/C(=N/O)C1 (stereo unspecified)	109&95	100	106&99	106&102	98&100	118&106	95&99	99&101
Cc1ccccc1/C=C1\CN(C(=O)OC(C)(C)C)C/C(=C\c2ccccc2C)C1=O	43	74	52	70	19	86	-62*	31
Cc1oc2nc[nH]c(=O)c2c1C(=O)/C=C/c1ccc([N+](=O)[O-])cc1	96	92	.	95	61	101	70	107
Cc1cc2nc3[nH]c4ccccc4c3nc2cc1C	64	77	59	92	48	104	64	1.6*
O=C(NCCNc1cc(-c2cn(-c3ccccc3)nc2-c2cccc(O)c2)ccn1)c1cccc(O)c1	72	103	59	74	64	56	62	85
O=C1Nc2cc(C(=O)N3CCOCC3)ccc2N2CCC[C@@H]12	115	101	87	107	94	84	91	102
O=C(O)C(=O)c1ccccc1	110	104	105	92	103	104	104	131
CCCCCCCCCCNCCSS(=O)(=O)O	76	106	89	113	19	.	21	52
Fc1ccc(Oc2ccc(F)cc2)cc1	108	100	92	115	97	96	98	102
COc1ccc(-c2nc(-c3cn(C)c4ccccc34)cs2)cc1	106	103	90	123	78	102	116	137
CC(C)(C)CC(C)(C)Nc1nc(NC(C)(C)CC(C)(C)C)nc(NC(C)(C)CC(C)(C)C)n1	82	.	94	115	81	89	87	107
O=C(CN1CCN(Cc2ccccc2)CC1)Nc1nc(-c2cc3ccccc3oc2=O)cs1	96	104	79	100	86	111	101	92
Cc1cc(C)cc(C(=O)O)c1	91	104	89	.	78	99	93	103
CC1OC2CC(Nc3c2ccc2c3C(=O)c3ccccc3C2=O)C1O (stereo unspecified)	100&101	114&86	87&58	115&102	77&82	.	99&86	106&82
COc1cc2oc(-c3cccc(C(=O)Nc4ccccc4)c3)cc(=O)c2c(O)c1OC	76	65	56	60	78	65	88	11
CCOC(OCC)C(=O)c1ccccc1	111	94	103	101	94	89	95	94
O=c1/c(=C/c2ccccc2F)sc2ncnn12	111	94	64	89	61	85	81	100
Nc1cccc(-c2nc3sccn3c2-c2ccnc(NCCNS(=O)(=O)c3ccc(C(F)(F)F)cc3)n2)c1	46	42	46	53	33	80	39	-15*
COc1ccc(NC(=O)c2cccc(-c3cc(=O)c4c(OC)c(OC)c(OC)cc4o3)c2)cc1	.	79	.	47	79	85	25	58
COc1cccc(Cc2nn3cc(-c4ccccc4)nc3s2)c1	79	96	91	92	27	95	51	106
CCCCCC/C=C\CCCCCCCCOc1cccc(CCOP(=O)(O)OCC[N+](C)(C)C)c1	82	99	89	92	77	103	81	96
CSc1nnc(N)s1	115	102	98	90	97	102	99	.
CCN1CCN(C(=O)CC[C@@H](C)[C@H]2CC[C@H]3[C@@H]4CC[C@@H]5/C(=C\c6ccco6)C(=O)/C(=C\c6ccco6)C[C@]5(C)[C@H]4CC[C@]23C)CC1	103	99	84	109	86	97	98	102
Cn1cc(-c2nonc2-c2c[nH]c3ccccc23)c2cc(Br)ccc21	37	41	14	47	20	41	19	59

A few values from the entries so far:
SK-MEL-2, `O=C(O)C(=O)c1ccccc1` is entered as 104
HS 578T, `O=C1Nc2cc(C(=O)N3CCOCC3)ccc2N2CCC[C@@H]12` is entered as 102
LOX IMVI, `O=C(CN1CCN(Cc2ccccc2)CC1)Nc1nc(-c2cc3ccccc3oc2=O)cs1` is entered as 101
MCF7, `Cc1cc(C)cc(C(=O)O)c1` is entered as 78

Whole records, looked up by structure. Values in the order: MDA-MB-231	MALME-3M	T-47D	BT-549	MCF7	SK-MEL-2	LOX IMVI	HS 578T
O=c1/c(=C/c2ccccc2F)sc2ncnn12 in the list: 111	94	64	89	61	85	81	100
Cc1oc2nc[nH]c(=O)c2c1C(=O)/C=C/c1ccc([N+](=O)[O-])cc1 in the list: 96	92	.	95	61	101	70	107

Just HS 578T and MCF7, for 2 of the compounds above:
SMILES	HS 578T	MCF7
Cc1ccccc1/C=C1\CN(C(=O)OC(C)(C)C)C/C(=C\c2ccccc2C)C1=O	31	19
Cc1oc2nc[nH]c(=O)c2c1C(=O)/C=C/c1ccc([N+](=O)[O-])cc1	107	61

An excerpt of these results, in CSV form:
mol,MDA-MB-231,MALME-3M,T-47D,BT-549,MCF7,SK-MEL-2,LOX IMVI,HS 578T
CC1CCC(=N\O)/C(=N/O)C1 (stereo unspecified),109&95,100,106&99,106&102,98&100,118&106,95&99,99&101
COc1ccc(NC(=O)c2cccc(-c3cc(=O)c4c(OC)c(OC)c(OC)cc4o3)c2)cc1,.,79,.,47,79,85,25,58
CC(C)(C)CC(C)(C)Nc1nc(NC(C)(C)CC(C)(C)C)nc(NC(C)(C)CC(C)(C)C)n1,82,.,94,115,81,89,87,107

Additional records
SMILES	MDA-MB-231	MALME-3M	T-47D	BT-549	MCF7	SK-MEL-2	LOX IMVI	HS 578T
COc1ccc(/C(=N\NC(N)=S)c2ccc(F)cc2)cc1OC	93	122	117	100	89	119	94	94
Nc1nc2ccccc2c2c(=O)c3cccc(Cl)c3sc12	79	101	39	99	12	108	90	101
O=C1OC2Oc3ccccc3C(O)=C2C=C1c1ccc(F)cc1 (stereo unspecified)	97	92	93	87	95	98	99	124
CCCOC(=O)c1ccc(Cl)c(Cl)c1	116	103	93	106	100	.	100	103
O=C(Nc1ccccc1C(F)(F)F)C1=NCCCCN1	102	103	101	105	100	104	96	100
O=[N+]([O-])c1ccc(O)c(Cc2cc([N+](=O)[O-])ccc2O)c1	103&120	112&104	113&102	103&106	102&105	101&121	108&93	.
O=C(CC(=O)N1CCOCC1)N1CCOCC1	110	.	110	.	107	97	94	112
CC(=O)Nc1ccccc1C12NCCN(CCN1)C2=O	102	99	106	110	87	100	95	110
O=C1CSC(c2ccccc2Cl)N1c1nnc(Cn2cnnc2)o1 (stereo unspecified)	69	29	33	61	-8.1*	.	63	82
N/C(=N\C(N)=N\c1nc2ccccc2s1)c1cnccn1	58	17	18	38	11	3.0*	15	49
Cc1ccc(Nc2cc(Cl)c([N+](=O)[O-])cc2[N+](=O)[O-])cc1	18	70	1.3*	31	26	28	9.0*	92
COC(=O)C(Cc1ccccc1)NS(=O)(=O)c1ccc(C)cc1 (stereo unspecified)	96	123	98	102	97	.	96	95
COc1ccc(-c2c(N)n[nH]c2-c2ccccc2O)cc1OC	79	63	70	-4.5*	96	88	97	92
O=c1ccc(-c2ccccc2)nn1Cc1nc(-c2ncccn2)no1	104	107	.	91	100	102	95	103
CCCC[C@@H](C=O)NC(=O)[C@H](CC(C)C)NC(=O)[C@H](CC(C)C)NC(=O)OCc1ccccc1	-32*	-33*	-43*	-70*	0.5*	13	-65*	.
O=S(=O)(c1ccc(F)cc1)N1CCN(c2nccc(-c3c(-c4cccc(F)c4)nc4sccn34)n2)CC1	90	125	51	82	56	90	87	89
NS(=O)(=O)c1ccc(Cn2c(SCC(=O)N/N=C/c3ccccc3)nc3ccccc3c2=O)cc1	88	115	94	110	86	99	96	89
CCCCC(CCCC)(S(=O)(=O)CC)S(=O)(=O)CC	119	100	101	97	105	108	102	104
COc1cc(C2C3CCCN3C3(C(=O)Nc4ccccc43)C2C(=O)c2ccc(Br)cc2)cc(OC)c1OC (stereo unspecified)	84	94	70	96	93	88	88	84
S=C(Nc1ccc(C2=NCCN2)cc1)Nc1ccc(C2=NCCN2)cc1	113	111	83	88	103	111	97	110
CCCCCCCCCCCC1=NC(C)(C)CN1c1ccccc1	91	122	79	109	95	103	90	87
COC(=O)[C@@H]1CC[C@@H](C)c2ccc(C)nc2C1	97	105	90	107	97	108	103	93
CC1Cc2c(N(C)C)ncnc2N(C)c2ccc(O)cc21 (stereo unspecified)	87	90	90	89	74	90	86	76
CCN(CC)c1cc(C(C)(C)C)cc(C(C)(C)C)c1	98	99	110	106	95	106	97	110
CCOC(=O)/C(C#N)=C\Nc1ccc2ncnc(Nc3ccccc3Cl)c2c1	87	156	78	112	110	106	93	91

(further entries)
SMILES	MDA-MB-231	MALME-3M	T-47D	BT-549	MCF7	SK-MEL-2	LOX IMVI	HS 578T
CCNC1=C(Cl)C(=O)c2ccccc2C1=O	96	90	93	111	73	90	59	64
CC(C)NC(N)=O	124	105	95	117	93	114	105	101
CSc1nnc(-c2cnn3c2NC(c2ccccc2)C3)n1-c1cccc(F)c1 (stereo unspecified)	97	101	95	109	86	95	107	79
CC1=C(C(=O)OC(C)(C)C)C(c2ccc3c(c2)OCO3)NC(=O)N1 (stereo unspecified)	108	104	100	99	97	102	97	106
O=C1/C(=C/c2ccccc2)Oc2ccc(O)c(-c3ccccc3)c21	74	92	.	97	28	100	65	73
CCc1ccc(NCC(=O)Cn2cc(COc3ccc(C=Nc4cnc5ccccc5c4)cc3)nn2)cc1	109	104	99	107	104	125	.	100
COc1ccc(-c2ccc(O)c(C(=O)/C=C/c3cc(OC)c(OC)c(OC)c3)c2)cc1	86	.	67	90	64	84	62	113
CCCCCCCC(=O)NC(O)C(Cl)(Cl)C(C)Cl (stereo unspecified)	95	95	89	103	94	99	91	107
CCOC(=O)CC1CSC(Nc2ccccc2F)=N1 (stereo unspecified)	118	111	102	103	96	98	95	105
Cn1cc(NCCO[C@H]2Cc3cc4ccc(=O)oc4cc3OC2(C)C)c(C(N)=O)n1	109	105	104	115	103	104	93	108
CC[C@H](C)C(=O)O[C@H]1CCC=C2C=C[C@H](C)[C@H](CC[C@@H]3CC=CC(=O)O3)[C@H]21	98	92	84	87	72	82	53	109
Cc1cccc(Nc2sc(C(=O)c3cc4cc(Cl)ccc4o3)c(N)c2C#N)c1	92	108	104	.	94	180	107	116
Clc1ccc(C2=CSC3N=C(c4ccc(Cl)cc4)C=C(c4ccco4)N23)cc1 (stereo unspecified)	93	102	59	101	31	96	94	252
O=C(Cn1cc(COc2ncnc3c2cnn3-c2ccccc2)nn1)Nc1cccnc1	80	94	83	82	94	112	98	87

From PubChem BioAssay
